Screening results: PubChem BioAssay, National Center for Advancing Translational Sciences (NCATS)
KAT2A inh – inhibitors of human GCN5L2 histone acetyltransferase. Q92830. GCN5L2 HAT assay, ThioGlo1 CoA-SH fluorescence. Potency, µM (highest dose often 58.9 µM), without a hit: at the highest dose activity change, negative = inhibition, hits mostly inhibitors. 390,000 tested, 0.21% active
Target sequence (Q92830 whole entry, looked up): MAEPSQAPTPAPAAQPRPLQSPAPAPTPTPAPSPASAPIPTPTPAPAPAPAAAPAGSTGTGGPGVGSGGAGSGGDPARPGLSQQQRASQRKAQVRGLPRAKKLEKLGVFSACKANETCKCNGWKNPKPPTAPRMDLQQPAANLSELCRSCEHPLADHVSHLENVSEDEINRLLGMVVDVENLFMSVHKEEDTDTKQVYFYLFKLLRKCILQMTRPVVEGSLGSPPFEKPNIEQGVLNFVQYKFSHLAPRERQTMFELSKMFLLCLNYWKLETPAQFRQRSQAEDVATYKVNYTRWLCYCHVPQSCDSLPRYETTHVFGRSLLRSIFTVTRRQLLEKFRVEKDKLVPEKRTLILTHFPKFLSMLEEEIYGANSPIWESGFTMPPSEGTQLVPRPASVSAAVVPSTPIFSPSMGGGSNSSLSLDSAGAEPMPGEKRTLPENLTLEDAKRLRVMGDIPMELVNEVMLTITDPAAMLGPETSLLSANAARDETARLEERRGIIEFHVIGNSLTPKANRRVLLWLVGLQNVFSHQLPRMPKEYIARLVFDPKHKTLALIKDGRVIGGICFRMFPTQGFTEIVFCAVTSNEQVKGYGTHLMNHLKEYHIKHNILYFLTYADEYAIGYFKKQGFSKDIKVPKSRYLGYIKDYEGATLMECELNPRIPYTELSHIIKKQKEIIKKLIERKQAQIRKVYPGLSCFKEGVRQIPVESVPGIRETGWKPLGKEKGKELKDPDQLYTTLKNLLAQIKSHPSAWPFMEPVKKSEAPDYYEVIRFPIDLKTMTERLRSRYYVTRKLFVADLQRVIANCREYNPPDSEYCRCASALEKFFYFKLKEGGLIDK
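GCN5L2 (20 nM) in 50mM HEPES pH 7.5, 0.1mM EDTA, 0.01% Tween-20 preincubated 15 min with compounds at room temperature. Reaction started with H3(1-25) 75uM, acetyl-CoA 70uM, ThioGlo1 50uM; CoA-thiol fluorescence (Ex340/Em540) read at 0 and 20 min.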
DT40 TDP1 no CPT – qHTS for Inhibitors of human tyrosyl-DNA phosphodiesterase 1 (TDP1): qHTS in cells in absence of CPT. Potency, µM (highest dose often 46.2 µM), for inactives: at the top dose activity change, negative = growth inhibition, most hits filed as inhibitors. 420,000 tested, 15% active. AID 686978, 2013. DT40 Tdp1-/- hTDP1 cells, no CPT, ATP luminescence, 48 h; further: nearly all actives have a fitted effect of over 55% in size
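Readout: luminescence from CellTiter-Glo after 30 min in the dark at RT. Cells: DT40 Tdp1-/- with stable hTDP1, 400/well. Exposure: compounds alone, ≥48 hr, 37 °C.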
DT40 TDP1 CPT – DT40-hTDP1 cell growth loss with CPT | Potency, µM (highest dose often 46.2 µM), without a hit: top-dose activity change, negative = growth inhibition, hits mostly inhibitors | 420,000 tested, 12% active | chicken DT40 Tdp1-/-;hTDP1 cells + 20 nM CPT, ATP luminescence, 48 h; further: nearly all actives have a fitted effect of over 55% in size
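Cell growth measured by CellTiter-Glo luminescence after a minimum 48 h, 37 C compound exposure with 20 nM CPT in Tdp1-knockout DT40 cells stably expressing hTDP1, seeded 400/well; qHTS titration format.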
* marks the source's active call; other numbers are inactive results; u = inconclusive; x = not tested or not shown; & = joins results of further samples; [ ] = remark or other dose. The call rests on the fitted dose curve; in most records, active means well fitted curve in the direction sought with a large enough effect; inconclusive means small, poorly fitted or top-dose-only effect, or another doubt; inactive means no such curve, though single readings can be large; an effect the other way counts as inactive or inconclusive. On the % scale 0 is the no-effect control and ±100 the full control effect; potency means the concentration at half of the fitted maximal effect. Some of the compounds tested; count on the stated rates, not on these rows.

Value order – KAT2A inh, DT40 TDP1 no CPT, DT40 TDP1 CPT
Cc1c(NC(=O)c2noc(C(C)C)c2[N+](=O)[O-])c(=O)n(-c2ccccc2)n1C
→ -11%, -21%, u
OC[C@@H]1CN(Cc2ccco2)C[C@H](n2cnc3c(N4CCN(c5ccccc5)CC4)ncnc32)O1
→ x, 23µM*, 23µM*
C=CCOc1c(Br)cc(CNc2ccc(NC(=O)C(C)C)c(OC)c2)cc1OCC
→ -3%, 16µM*, 21µM*
CCCSc1nc2cc(OC)c(OC)cc2c(=N)n1CCCN1CCOCC1
→ -1%, 23µM*, 16µM*
COc1ccc(NC(=O)CC2C(=O)N(c3cccc(C)c3)C(=O)N2C2CCCCC2)cc1 (stereo unspecified)
→ 1%&-2%, u, u
Nc1c(-c2nc(-c3ccccc3Cl)no2)nnn1-c1ccccc1C(F)(F)F
→ -12%, -8%, 2%
CS(=O)(=O)Nc1ccc(S(=O)(=O)NC2CCCCC2)cc1
→ -11%, -24%, -13%
COc1ccc(-c2cn(-c3ccc(C)cc3C)c(=S)[nH]2)cc1OC
→ -21%, 21µM*, u
CCOc1ccc(OCC)c(S(=O)(=O)N2CCCCC2)c1
→ 2%, -19%, u
Oc1cccc(NC(=S)Nc2cccnc2)c1
→ 1%, 3%, 2%
COc1ccc(C2=NOC3(CC(=O)N(c4ccc(C)cc4)C3=O)C2)cc1 (stereo unspecified)
→ -4%, -20%, -4%
COc1cccc(C(=O)Nc2ccc3nc4n(c(=O)c3c2)CCCC4)c1
→ 3%, -19%, -23%
CCn1cc(/C=C/C(=O)c2ccc(O)cc2)c(C)n1
→ -5%, 0%, 1%
Cc1ccc(S(=O)(=O)NCC(c2cccnc2)N2CCN(Cc3ccccc3)CC2)cc1 (stereo unspecified)
→ -11%, -27%, -25%
COc1ccccc1CN1CCCC2(CCN(C(=O)c3cnccn3)CC2)C1
→ 2%, -3%, u
CCCSc1ncc(Cl)c(C(=O)Nc2ccc(CC)cc2)n1
→ -5%, -22%, 16%
C=CCn1c(=O)c(C(=O)Nc2cccnc2)c(O)c2ccccc21
→ -3%, u, u
CC(C)CC1Nc2ncnc(N3CCOCC3)c2N(Cc2ccccc2)C1=O (stereo unspecified)
→ -2%, -2%&-10%, 0%&-17%
CN(CC(=O)Nc1ccccc1Cl)C(=O)COC(=O)/C=C/c1ccccc1
→ -8%, 8%, 12%
COC(=O)c1c(NS(=O)(=O)c2cccs2)sc2c1CCCC2
→ 2%, 10%, -10%
CCOc1ccc(NC(=O)CN(C)C(=O)c2cc(S(=O)(=O)N3CCCCC3)ccc2C)cc1OCC
→ 3%, u, u
COc1cccc(C2Nc3ccc4ccccc4c3C3=C2C(=O)CC(C)(C)C3)c1OCC(=O)O (stereo unspecified)
→ -19%, u, u
CC1SC(C)C(=O)N(CC(=O)NCc2ccc(F)cc2)C1=O (stereo unspecified)
→ 1%, 19%, 2%
Cn1cc(CN2CCC[C@H]2CO)c(-c2cccc(Cl)c2)n1
→ 2%, -3%, -11%
COc1ccc(-n2cc(C(=O)OCc3ccc(Cl)cc3)c3ccccc3c2=O)cc1
→ 0%, -1%, -7%
O=C(NCc1ccccc1CN1CCCC1)C1CCN(C(=O)c2ccc(F)cc2)CC1
→ 1%, -10%, -9%
CCCCN1c2ccccc2N(CCCO)c2cc(C)nnc21
→ u, -17%, -12%
Cc1c(NC(C)c2cc(Cl)ccc2O)c(=O)n(-c2ccccc2)n1C (stereo unspecified)
→ -9%, -10%, -18%
CCc1ccc(NC(=O)CSc2nc3c(sc4ccccc43)c(=O)n2CCN(CC)CC)cc1
→ -15%, 9.2µM*, 15µM*
COc1ccc(NS(=O)(=O)c2cc(NS(=O)(=O)c3cccs3)ccc2C)cc1
→ -2%, -20%, -16%

Reformatted: 2 of the compounds above
SMILES	KAT2A inh	DT40 TDP1 no CPT	DT40 TDP1 CPT
COc1ccc(C2=NOC3(CC(=O)N(c4ccc(C)cc4)C3=O)C2)cc1 (stereo unspecified)	-4%	-20%	-4%
COc1cccc(C(=O)Nc2ccc3nc4n(c(=O)c3c2)CCCC4)c1	3%	-19%	-23%

Entries of single compounds, quoted from the list. Order of screens: KAT2A inh | DT40 TDP1 no CPT | DT40 TDP1 CPT
Shown for `Cc1c(NC(=O)c2noc(C(C)C)c2[N+](=O)[O-])c(=O)n(-c2ccccc2)n1C` = -11% | -21% | u
Shown for `CN(CC(=O)Nc1ccccc1Cl)C(=O)COC(=O)/C=C/c1ccccc1` = -8% | 8% | 12%

More results
Value order – KAT2A inh, DT40 TDP1 no CPT, DT40 TDP1 CPT
CC(C)CCNC(=O)c1onc(CSc2ccccn2)c1C(=O)NCCC(C)C
→ x, u, u
COc1cc2c(cc1OC)C(=O)Cc1ccc3c(c1CN(C)CC2)OCO3
→ 3%, -3%, -5%
CCOc1ccc(CN2CCNC(=O)C2CC(=O)NCCc2cnccn2)cc1 (stereo unspecified)
→ -6%, 16%, -14%
CCOC(=O)/C(=C\Nc1ccc(OC(F)(F)F)cc1)Sc1ncc(C(F)(F)F)cc1Cl
→ -5%, 12µM*, 16µM*
COc1ccc(N2CCN(C(=O)c3cc(-c4ccc(C)c(F)c4)on3)CC2)cc1
→ -7%, 0%, -4%
N#Cc1ccc(OCc2cccc(S(=O)(=O)N3CCOCC3)c2)cc1
→ -6%, u, u
N#Cc1ccc(NC(=O)C2CC(c3ccc(F)cc3)=NO2)cc1 (stereo unspecified)
→ -5%, -8%, -22%
Cc1ccc(-c2noc(-c3ccccc3NC(=O)C3CC(=O)N(c4ccccc4C)C3)n2)cc1 (stereo unspecified)
→ -1%, 23µM*, 18µM*
O=C(NC1CCN(C(=O)N2CCOCC2)CC1)c1ccccc1
→ -2%, 11%, -5%
Cc1ccc(S(=O)(=O)N(C)CC(=O)Nc2ncccc2C)cc1
→ -6%, 5%, -15%
CC(C)c1ccccc1NC(=O)Nc1ccc2c(c1)OCO2
→ 1%, -20%, 16µM*
CC(C)C(=O)N1CCN(c2ccccc2N)CC1
→ -6%, -3%, -22%
CCN1C(=O)C(CC(=O)Nc2cccc(C(C)=O)c2)S/C1=N\c1ccccn1 (stereo unspecified)
→ -6%, u, u
CCOC(=O)c1cc2c(=O)n3ccccc3nc2n(C)c1=NC(=O)c1cc2ccccc2o1
→ -3%, -14%, -24%
Cc1onc(-c2c(Cl)cccc2Cl)c1C(=O)c1c[nH]c(C(=O)NCC2CCCO2)c1 (stereo unspecified)
→ -25%, 13µM*, u
C=CCN(c1ccccc1)S(=O)(=O)c1cccc(C(=O)NCc2ccncc2)c1
→ -17%, u, u
COc1ccc(-c2coc3c(C(=O)NCc4ccco4)cccc23)c(C)c1
→ x, u, 18µM*
COc1ccc(NC(=O)NC2(C(=O)N3CCCCCC3)CCCCC2)cc1
→ -4%, u, u
Cc1ccc(C)c(NC(=O)CSc2nncn2C)c1
→ 2%, -5%, -2%
O=C(Nc1ccc2ccccc2c1)c1ccc(Cl)cc1Cl
→ -16%, u, -16%
O=[N+]([O-])c1ccc(-c2ccc(S(=O)(=O)N3CCOCC3)cc2)cc1
→ -4%, -26%, -1%
CCCCCOCC1CC(C/C(C)=N/NC(N)=O)(C(=O)OCC)C(=O)O1 (stereo unspecified)
→ 1%, 6%, -10%
O=C(NC1CCCC1)C(c1ccc(N2CCOCC2)cc1)N(Cc1ccccc1)C(=O)c1ccco1 (stereo unspecified)
→ 1%, -22%, -5%
O=C(COc1ccccc1)Nc1ncn[nH]1
→ -10%, -3%, -1%
COc1cc(=O)oc(-c2ccccc2)c1C(C)=O
→ x, -2%, 19%
COc1ccc(CNC(=O)COC(=O)/C=C/c2ccc(Cl)cc2)cc1
→ 2%, 3%, 4%
O=C(CN1C(=O)c2ccccc2S1(=O)=O)c1cccc(Br)c1
→ 1%, -4%, 4%
Cc1ccc(CNC(=O)Cn2cnc3c(OCc4ccccc4)ncnc32)o1
→ 3%, u, u
Cn1cccc1/C=N/NC(=O)Cc1cccc2ccccc12
→ -8%, 12µM*, u
Cc1cccc(-n2c(SCC(=O)NCc3ccco3)nc3ccccc3c2=O)c1
→ 3%, u, 10µM*

Structural class: those above containing an NH in an aromatic ring (three)
Value order – KAT2A inh, DT40 TDP1 no CPT, DT40 TDP1 CPT
COc1ccc(-c2cn(-c3ccc(C)cc3C)c(=S)[nH]2)cc1OC
→ -21%, 21µM*, u
Cc1onc(-c2c(Cl)cccc2Cl)c1C(=O)c1c[nH]c(C(=O)NCC2CCCO2)c1 (stereo unspecified)
→ -25%, 13µM*, u
O=C(COc1ccccc1)Nc1ncn[nH]1
→ -10%, -3%, -1%

Other entries:
Value order – KAT2A inh, DT40 TDP1 no CPT, DT40 TDP1 CPT
Cc1[nH]c2ccccc2c1/C=N/Nc1ccc([N+](=O)[O-])cc1S(=O)(=O)Nc1ccc(Cl)cc1
→ 1%, 15µM*, 21µM*
COc1ccc(NC(=O)C(=O)NCCc2sc(-c3ccc(Cl)cc3)nc2C)cc1
→ -3%, -6%, -3%
O=C(CC1C(=O)NCCN1Cc1ccccc1C(F)(F)F)NCCn1cccn1 (stereo unspecified)
→ u, -9%, -3%
Cc1cc(C)c(C)c(S(=O)(=O)N2CCN(C(=O)c3ccccc3OCc3c(C)noc3C)CC2)c1C
→ 3%, 18µM*, u
O=C(CN1CCN(c2ccccc2O)CC1)Nc1cc([N+](=O)[O-])ccc1Cl
→ -1%, u, u
CCOC(=O)Cc1csc(-n2sc3ccccc3c2=O)n1
→ -16%[0.501 µM], 12µM*, 5.2µM*
Cc1[nH]c(C)c(S(=O)(=O)NCc2ccc(N(C)C)cc2)c1C(=O)N1CCCC1
→ -1%, -3%, 1%
CCN(CC(=O)Nc1ccc(OC)c(OC)c1)S(=O)(=O)c1ccc(C)cc1
→ -3%, u, u
Cn1c(=O)[nH]c2cc(-c3noc(-c4ccc(Br)cc4)n3)ccc21
→ 2%, -8%, -10%
COc1ccc(/C=C2\SC(=O)N(CC(=O)NC3C=CS(=O)(=O)C3)C2=O)cc1 (stereo unspecified)
→ -3%, u, u
C/C(=N\NC(=O)c1nnn(-c2nonc2N)c1-c1ccc2c(c1)OCO2)c1ccc(C)cc1
→ 1%, -1%, u
O=C(Nc1ccccc1)N(Cc1cccc(Cl)c1)c1ccccn1
→ -17%, u, 23µM*
CN1N=C(C(F)(F)F)CC1=O
→ -4%, 3%, 4%
c1csc(-c2ccnc3ncnn23)c1
→ 0%, 19%, -28%
COc1ccc(CCNC(=O)CSc2nnc3ccc(-c4cccnc4)nn23)cc1
→ -11%, 12%, -7%
CCOC(=O)/C(C#N)=C/c1c(N2CCN(c3ccccc3)CC2)nc2ccccn2c1=O
→ -1%, -10%, u
Cc1nnc2c3ccccc3ccn12
→ x, -4%, 11%
CC1CCCN(Cc2nc3c(c(=O)n(C)c(=O)n3C)n2Cc2ccc(Cl)cc2Cl)C1 (stereo unspecified)
→ 1%, -26%, -2%
CC(C)c1ccc(NC(=O)C2CCN(c3ncnc4c3nc3n4CCCCC3)CC2)cc1
→ -1%, u, u
O=C(Cc1ccc(Cl)cc1)NCC(=O)N1CCN(c2ccccc2)CC1
→ -16%, 23µM*, 29µM*
O=c1oc(-c2ccc(O)c(O)c2)cc2cc(O)cc(O)c12
→ -15%, u, u
CCOc1ccc(CNC(=O)CCc2cn(Cc3ccccc3)c3ccccc23)cc1
→ 0%, u, -24%
CC(C)c1ccc(S(=O)(=O)N2CCC(n3c(C(F)(F)F)nc4cccnc43)CC2)cc1
→ -9%, u, u
CC(C)(C)C(C(=O)Oc1ccccc1)c1ccccc1 (stereo unspecified)
→ 0%, u, u
COc1cc2c(NC3CCN(C)CC3)nc(N3CCCN(C)CC3)nc2cc1OCCN(C)CCN(C)C
→ x, -9%, -8%
CCc1ccc2oc(C(=O)Nc3nc(-c4ccccc4)ns3)c(C)c2c1
→ -1%, -21%, -20%
C=CCn1c(SCC(=O)N2CCCC2)nc2c([nH]c3ccccc32)c1=O
→ 0%, 4%, 1%
CCN(CC)S(=O)(=O)c1ccc2[nH]c(=O)cc(C(=O)Nc3ccc(C)cc3)c2c1
→ -11%, -17%, -2%
Cc1ccc(C2CC2C(=O)NNC(=S)Nc2cccc(C)c2)cc1 (stereo unspecified)
→ -5%, u, u
CC(C)(C)OC(=O)N[C@@H](Cc1ccccc1)c1nnc(SCC(N)=O)o1
→ 0%, -4%, 3%
Cn1nnnc1SCc1nnc(-c2ccc(Cl)cc2)o1
→ 2%, 1%, 6%
COc1ccccc1Nc1nc(N)nc(CCl)n1
→ 0%, 13µM*, 18µM*
COc1cc(C(C)=O)ccc1COc1ccc(C(=O)OCC(=O)NC(C)(C)C)cc1OC
→ -4%, u, u
CCOC(=O)C1CCCN(S(=O)(=O)c2cc(OCC(N)=O)c(C)cc2Cl)C1 (stereo unspecified)
→ -11%, -9%, -15%
